SENP8 block-1: blocks human SENP8 cleavage of Nedd8 substrate; Q96LD8; recombinant SENP8, Nedd8 substrate fluorescence; inhibition, % at 20 µM; hit rate 0.64% among 360,000; AID 602440; in the data active = inhibition mostly above about 40%, no sharp cut-off; inactive = mostly below about 27%
Target sequence (Q96LD8 whole entry, looked up): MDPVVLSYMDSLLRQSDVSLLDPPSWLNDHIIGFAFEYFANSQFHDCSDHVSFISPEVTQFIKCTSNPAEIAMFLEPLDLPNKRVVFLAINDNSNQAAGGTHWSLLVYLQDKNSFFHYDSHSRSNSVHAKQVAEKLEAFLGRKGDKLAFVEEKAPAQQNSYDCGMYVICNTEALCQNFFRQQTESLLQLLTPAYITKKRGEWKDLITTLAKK
SENP1 FRET inh: blocks the human SENP1 SUMO protease catalytic domain; recombinant SENP1 catalytic domain, CyPet-SUMO1-YPet FRET cleavage; inhibition, % at 10 µM; hit rate 0.21% among 360,000;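 active = inhibition at least 30% at 10 µM, raw YFP signal under a set limit, fluorescence ratio 0.5 to 1.5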;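 note: 0% = enzyme with DMSO and 100% = no enzyme wells; some results filed as inactive read as strong as hits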
Target sequence (Q9P0U3 419-644 limits assumed): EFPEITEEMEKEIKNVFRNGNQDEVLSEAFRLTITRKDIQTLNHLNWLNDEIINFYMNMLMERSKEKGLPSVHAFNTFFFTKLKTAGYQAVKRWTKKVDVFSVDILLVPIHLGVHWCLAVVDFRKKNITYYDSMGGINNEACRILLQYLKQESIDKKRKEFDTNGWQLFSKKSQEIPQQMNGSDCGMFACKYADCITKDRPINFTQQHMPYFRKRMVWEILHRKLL
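material = recombinant human SENP1 catalytic domain, His6-tagged | quantity = 20 pM enzyme | reagent = 25 nM SUMO1 FRET substrate | compound dosing = 10 µM single point, 0.5% DMSO | timing = 50 min enzyme reaction, room temperature, light-protected | detection = FRET, CFP and YFP emission | control set = no-enzyme low, enzyme-DMSO high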
SENP8 block-2: blocks the human protease SENP8; Q96LD8; purified SENP8, Z-RLRGG-aminoluciferin cleavage, luminescence; inhibition, % at 10 µM; hit rate 1.2% among 330,000; AID 2540; in the data active = inhibition above about 50%
HKDC1 inh: blocks human hexokinase HKDC1 activity; hit rate 0.16% among 340,000; inhibition, % at 20 µM; AID 493160; recombinant HKDC1, G6PDH/diaphorase resazurin coupled fluorescence;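 active = inhibition above about 35% when tested at 20 µM, limit read from the data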;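 note: plate controls were DMSO wells with enzyme for no effect and DMSO wells lacking enzyme for full effect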
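Assay system: recombinant HKDC1 hexokinase; detection: coupled resazurin fluorescence, excitation 525 nm, emission 613 nm; benchmarks: DMSO-plus-enzyme-mix negative control, buffer-substituted positive control; compound dosing: single 20 µM dose; schedule: 90 min at room temperature in dark; also added: glucose plus 1 mM ATP as hexokinase substrates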
PfG6PD inh: PfG6PD (Plasmodium falciparum) enzyme inhibition. PfGluPho enzyme, NADPH resazurin-diaphorase fluorescence. inhibition, % at 20 µM. hit rate 0.78% among 350,000;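 active = inhibition reaching at least a set limit at 20 µM in the primary screen, cut at about 59% in these data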;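 note: 0% = DMSO wells with substrate and 100% = DMSO wells lacking glucose-6-phosphate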
UBC13 inh: inhibitors of human UBC13 polyubiquitin chain formation; TR-FRET; inhibition, % at 20 µM; hit rate 0.47% among 330,000; AID 485273; in the data active = inhibition above about 45%, passing the limit was not always enough
Target sequence (P61088 whole entry, looked up): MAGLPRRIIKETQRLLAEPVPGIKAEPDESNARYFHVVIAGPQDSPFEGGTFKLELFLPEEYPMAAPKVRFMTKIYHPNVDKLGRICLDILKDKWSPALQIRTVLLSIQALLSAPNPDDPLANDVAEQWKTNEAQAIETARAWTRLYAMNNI
SENP6 block: SENP6 protease inhibition. Recombinant SENP6 catalytic domain, aminoluciferin luminescence. inhibition, % at 10 µM. hit rate 1.8% among 330,000. AID 2599;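 active = inhibition above about 50% at the single tested dose, limit read from the data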;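 note: plate controls were DMSO wells with enzyme for no effect and DMSO wells lacking enzyme for full effect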
Target sequence (Q9GZR1 628-1112 limits assumed): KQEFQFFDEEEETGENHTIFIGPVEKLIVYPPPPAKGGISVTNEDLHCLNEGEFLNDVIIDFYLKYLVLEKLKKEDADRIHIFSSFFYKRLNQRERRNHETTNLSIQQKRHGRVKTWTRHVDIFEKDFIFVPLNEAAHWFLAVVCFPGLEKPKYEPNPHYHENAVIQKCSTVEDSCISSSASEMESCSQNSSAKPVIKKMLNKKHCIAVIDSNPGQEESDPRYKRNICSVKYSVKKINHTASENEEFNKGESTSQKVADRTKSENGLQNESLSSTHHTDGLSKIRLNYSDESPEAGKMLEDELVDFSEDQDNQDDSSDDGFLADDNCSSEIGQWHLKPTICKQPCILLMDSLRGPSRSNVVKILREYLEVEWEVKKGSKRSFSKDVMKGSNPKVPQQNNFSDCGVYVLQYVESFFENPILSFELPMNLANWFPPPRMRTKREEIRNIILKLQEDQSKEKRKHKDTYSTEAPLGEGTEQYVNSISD
SENP7 inh: inhibitors of human SENP7 protease | recombinant SENP7, Z-RLRGG-aminoluciferin luminescence, 40 min | inhibition, % at 5 µM | hit rate 1.5% among 330,000;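 active = inhibition above about 50% at the single test dose, limit read from the data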;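 note: plate controls were DMSO with enzyme for no effect and no enzyme buffer wells for full effect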
MIN6 prolif: inducers of beta-cell replication in MIN6 cells. MIN6 cells proliferation, ATPlite luminescence, 48 h; cells starved in 0.2% serum; 100% = growth in 10% serum. proliferation, % at 10 µM. hit rate 0.29% among 330,000. AID 2380;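 active = compounds whose signal lies at least 3.5 SD above the mean of all wells on their plate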;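 note: 0% = DMSO-treated cells in low-serum medium and 100% = 10% serum control; some compounds called inactive have numbers as strong as hits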
Starred values were filed as active, the others as inactive; . = not tested or not shown. Rows are unselected; 4% or so of the library scored in one or more.

SMILES | SENP8 block-1 | SENP1 FRET inh | SENP8 block-2 | HKDC1 inh | PfG6PD inh | UBC13 inh | SENP6 block | SENP7 inh | MIN6 prolif
O=C(OCC1OC(n2ccc(=O)[nH]c2=O)C(Cl)C1O)c1ccccc1 (stereo not given) | 24.6 | 0.4 | 4.5 | -3.1 | -15.1 | -3.4 | -30.3 | 7.7 | 4.9
Cc1sc2ncn(CC(=O)NCCCC(=O)N3CCN(Cc4ccc5c(c4)OCO5)CC3)c(=O)c2c1C | 25.6 | 1.4 | -1.8 | -5.4 | -9.8 | -8.1 | -14.3 | -7.9 | -1.4
Cc1cc(=O)oc2cc(O[C@@H]3O[C@H](CO)[C@@H](O)[C@H](O)[C@H]3O)ccc12 | -29.6 | -0.4 | 4.9 | -7.1 | -5.1 | 4.4 | -5.5 | -2.2 | -4.8
O=C(N1CCOCC1)N(Cc1ccccc1)c1ccccn1 | 4.0 | 1.3 | -0.4 | -4.9 | 14.3 | -8.1 | 8.4 | -11.4 | -3.1
Cc1ccc(C(=O)CSc2nccn2-c2ccccc2)cc1 | 10.3 | 3.0 | 4.8 | -3.2 | -0.6 | 3.4 | -7.8 | 10.4 | -0.9
c1cncc(CNc2ccc3c(c2)OCO3)c1 | -36.7 | -7.4 | -9.0 | 8.2 | 67.8* | -8.1 | -7.8 | 3.8 | -2.7
CC(C)n1c(O)c(N=NC(=O)Cn2ccc(C(F)(F)F)n2)c2ccccc21 | 9.6 | -1.0 | -6.1 | -6.6 | 4.4 | 14.4 | -10.6 | -5.0 | 1.9
CCN1CC2=C(OC(N)=C(C#N)C2c2cccs2)/C(=C\c2cccs2)C1 (stereo not given) | -8.9 | -33.8 | 2.2 | 2.4 | 3.5 | -27.3 | -2.3 | -4.9 | -3.8
COc1ccc(C2C(C(=O)NCc3ccccn3)c3ccccc3C(=O)N2C)cc1OC (stereo not given) | 22.6 | 2.2 | -3.6 | -3.8 | 9.2 | 6.1 | -4.6 | 1.7 | -0.8
N#Cc1cc([N+](=O)[O-])ccc1NC(=O)COC(=O)C1CCC(=O)N1 (stereo not given) | 10.5 | 0.1 | 13.0 | -4.2 | 11.9 | -2.9 | -3.7 | 5.0 | -2.6
O=C(OCCN1CCCCC1)C1(c2ccccc2)CCCC1 | 17.1 | 0.8 | -5.0 | -8.0 | 1.1 | -0.4 | -6.5 | 7.3 | 0.0
COc1cccc(CNC(=O)CCN2C(=O)[C@@H]3Cc4ccccc4CN3C2=O)c1 | 18.6 | 0.5 | 13.1 | 4.9 | 5.7 | -5.7 | 6.8 | 1.3 | -1.4
c1cncc(-c2nc(NCC3CCCO3)c3ccccc3n2)c1 (stereo not given) | -31.6 | 3.6 | -9.9 | -0.2 | -15.2 | -8.9 | -15.2 | -6.5 | -2.9
CCOC(=O)C1(CC2CC2)CCN(Cc2cnc(-c3ccc(OC)cc3)nc2)CC1 | 7.2 | 0.6 | -4.9 | -4.1 | 24.0 | 8.9 | -3.4 | -0.9 | -3.3
COc1ccc(Cl)cc1C(=O)Nc1ccc2c(c1)OCO2 | 30.2 | 0.6 | -20.4 | 0.8 | 45.6 | -0.1 | -26.4 | -14.0 | -0.7
Oc1[nH]c2ccc(Br)cc2c1N=NC(=S)N1CCOCC1 | 27.9 | 3.4 | -8.4 | -37.7 | 15.9 | -51.7 | 14.9 | -7.4 | -6.2
COc1ccc(-c2cc(C)nc(SCc3cccc(C(=O)O)c3)n2)cc1 | 18.9 | 2.0 | -17.2 | -4.6 | -17.7 | 7.6 | -15.1 | -13.3 | -2.8
c1coc(CSCc2cn3cccnc3n2)c1 | -196.2 | 0.5 | -3.3 | -5.6 | -0.5 | 2.5 | -6.2 | -0.9 | 0.2
CC1(C)CC(=O)C2=C(C1)N(c1ccccc1)C(N)=C(C#N)C2c1ccsc1 (stereo not given) | -135.5 | 3.6 | 2.1 | -3.5 | 11.7 | 4.4 | -1.6 | 9.3 | -0.6
Cc1ccc(C(=O)CSc2nnc(-c3ccco3)o2)o1 | 16.6 | -0.8 | -6.6 | -2.5 | -3.5 | -0.8 | -9.3 | -3.9 | -1.5

Reprinted from the part before: 3 entries, then new ones.
SMILES | SENP8 block-1 | SENP1 FRET inh | SENP8 block-2 | HKDC1 inh | PfG6PD inh | UBC13 inh | SENP6 block | SENP7 inh | MIN6 prolif
c1coc(CSCc2cn3cccnc3n2)c1 | -196.2 | 0.5 | -3.3 | -5.6 | -0.5 | 2.5 | -6.2 | -0.9 | 0.2
CC1(C)CC(=O)C2=C(C1)N(c1ccccc1)C(N)=C(C#N)C2c1ccsc1 (stereo not given) | -135.5 | 3.6 | 2.1 | -3.5 | 11.7 | 4.4 | -1.6 | 9.3 | -0.6
Cc1ccc(C(=O)CSc2nnc(-c3ccco3)o2)o1 | 16.6 | -0.8 | -6.6 | -2.5 | -3.5 | -0.8 | -9.3 | -3.9 | -1.5
CNCc1cc(Cl)cc(OC)c1OC(C)C | 2.4 | 4.1 | . | -0.4 | 2.8 | . | . | . | .
COCCC1CCCCN1C(=O)c1cc(COc2ccc(-n3cncn3)cc2)on1 (stereo not given) | 5.9 | -3.0 | -2.5 | 0.4 | -13.3 | 7.8 | 2.4 | -9.3 | -6.8
CCOc1ccccc1CNS(=O)(=O)c1ccc2c(c1)C(C)(C)C(=O)N2C | 10.6 | -0.2 | -4.0 | -7.0 | 9.0 | 2.5 | -22.0 | -6.3 | 3.5
O=C(CCNC(=O)Cn1cnc2ccccc2c1=O)NCC1COc2ccccc2O1 (stereo not given) | 11.9 | 0.0 | -0.4 | -0.9 | 11.9 | -5.4 | -15.6 | 4.1 | 1.1
COc1ccc(C(=O)O)cc1S(=O)(=O)Nc1cccc(C)c1 | 11.7 | -0.2 | -5.5 | -1.4 | -11.9 | 4.8 | 0.0 | -2.7 | 2.4
CC(C)(C)OC(=O)C[C@@H]1C/C=C\C[C@@H](CC(=O)N(CCO)Cc2ccccc2)C(=O)NCCOC1=O | 9.8 | 3.9 | -8.4 | -6.3 | -3.2 | -17.0 | -7.1 | -5.5 | 0.2
O=C(Cn1cnc2c(nnn2-c2cccc(Cl)c2)c1=O)NCc1ccccc1 | 10.4 | -1.7 | 6.1 | 5.4 | -6.8 | -12.8 | -2.3 | -0.1 | -0.2
Cc1cccc(NC(=O)c2c([N+](=O)[O-])c(C(C)(C)C)nn2C)c1 | 18.2 | 3.1 | -1.5 | -7.4 | -1.9 | -0.5 | 1.1 | 6.2 | -1.3
CN(C)CC(C)(C)CNC(=S)Nc1ccc(S(=O)(=O)N2CCOCC2)cc1 | 14.2 | 0.5 | -1.1 | -8.2 | -9.2 | 8.3 | 17.8 | 0.1 | 0.6
O=C(NC(=S)Nc1cccc(Cl)c1N1CCCCC1)c1ccc2c(c1)OCCO2 | 7.9 | 1.4 | -3.1 | 2.9 | 19.4 | 0.1 | -9.6 | 1.0 | 0.0
O=C(CSc1ccccc1C(=O)NCCCN1CCCC1=O)NCc1ccco1 | -61.0 | -2.6 | -1.0 | -2.5 | 24.4 | 50.0* | 3.6 | -0.3 | -3.2
COc1ccc(C(=O)NNC(=O)C(=O)NCc2ccccc2)cc1 | 23.3 | 0.9 | 4.0 | 1.1 | -32.0 | -4.0 | -0.5 | 0.7 | -4.8
COC(=O)Cn1c(O)c(N=NC(=O)CNC(=O)c2ccc3c(c2)OCCO3)c2ccccc21 | 18.0 | 0.0 | 8.1 | 8.0 | -20.5 | -19.5 | 19.6 | 2.1 | -3.1
COc1cccc(COCCN2CCN(S(=O)(=O)c3ccc(C)cc3)CCC2=O)c1 | 7.0 | 1.2 | 4.9 | 2.4 | -4.1 | 2.6 | 5.8 | 4.1 | 1.7
COc1cc(OC)nc(NC(=O)CN2CCN(c3ccc(F)cc3)CC2)n1 | 12.2 | -0.5 | 7.6 | -12.0 | 1.2 | -4.7 | 5.9 | 7.3 | 1.4
COc1ccc(S(=O)(=O)NCC(=O)NCc2cc(=O)n(C)c(=O)n2C)cc1F | 24.6 | 1.0 | 4.1 | 0.3 | -5.7 | -7.9 | 1.2 | 8.2 | -4.9
Cn1c(=O)c2sccc2n2c(CCCC(=O)N3CCN(c4ccccn4)CC3)nnc12 | 4.1 | -2.7 | -2.2 | -1.4 | -2.6 | 3.8 | -3.9 | 2.0 | -0.4
Cc1ccc(NC(=O)NCCCN2CCOCC2)cc1 | 14.8 | 1.6 | -8.7 | -6.5 | -5.8 | -5.2 | -5.1 | 11.4 | -1.1
Cc1cc(O)c(-c2cc(C(=O)NCc3ccc4c(c3)OCO4)[nH]n2)cc1C | 8.5 | 0.5 | -1.2 | -1.3 | -11.8 | 2.4 | -0.9 | 0.4 | 1.9
Cc1cc(=O)c(C(=O)O)cn1-c1ccc(C(C)C)cc1 | 5.1 | 0.5 | -4.0 | -12.3 | -4.5 | -24.6 | 1.4 | -1.1 | -3.0
COc1cc(C)c(/C=C(\C#N)C(=O)Nc2cccc(C)c2)cc1C(C)C | 12.4 | -1.1 | -3.7 | 8.9 | 2.4 | -13.3 | -24.6 | -5.8 | -2.9
CC1Cn2c(nnc2-c2cc3ccccc3cc2O)S1 (stereo not given) | -110.7 | -15.2 | 3.1 | 4.5 | -8.7 | 12.8 | -0.7 | 1.2 | -3.0
COc1ccc(/C([O-])=C(/C(=S)Nc2ccc(C)c(C)c2)n2c[n+](C)c3ccccc32)cc1OC | 21.9 | -0.3 | -5.2 | -8.4 | 10.9 | -11.3 | -9.6 | -0.2 | -2.9
Cc1ccc(N2CCN(c3ccc(C)cc3)C2c2ccncc2)cc1 | 25.1 | 2.7 | -4.5 | 0.6 | 16.9 | 4.9 | -10.2 | 2.0 | -3.5
CCc1ccccc1S(=O)(=O)Cc1ccc(C(=O)NC(C)C)o1 | 3.3 | -1.0 | -6.0 | -5.7 | 5.4 | -2.2 | 14.5 | -10.7 | -2.4
CCOC(=O)c1c(NC(=O)CSc2n[nH]c(-c3ccco3)n2)sc(C)c1C | 19.1 | -5.3 | -3.8 | 28.9 | -11.1 | -5.8 | -4.1 | -3.7 | -0.5
COc1cc(C)nc(NS(=O)(=O)c2ccccc2Cl)n1 | 4.7 | -1.0 | -7.0 | 5.9 | -27.6 | -4.4 | 3.8 | 52.0* | -1.5
O=C(O)c1ccc(Nc2ccc([N+](=O)[O-])c3nonc23)cc1 | 32.5 | 11.5 | 81.0* | 2.3 | -10.4 | -401.7 | 84.9* | 68.3* | -4.1
CCc1nc2ccccc2n1CC(=O)N1CCN(S(=O)(=O)c2cccc(C(F)(F)F)c2)CC1 | 17.8 | 0.8 | 4.4 | -11.7 | 7.4 | -14.8 | 4.0 | 4.3 | -3.6
COCCN(C(=O)CNC(=O)c1ccco1)C(C(=O)NC1CCCC1)c1ccc(OC)cc1 (stereo not given) | 3.3 | -2.3 | -11.0 | -3.2 | 9.5 | -8.4 | -13.1 | -7.4 | -1.5
CCN1CCN(S(=O)(=O)c2ccc(Cl)c(C(=O)N(C)CCOc3ccc(Cl)cc3)c2)CC1 | 6.7 | 3.6 | -2.6 | -1.6 | -2.2 | 3.4 | -13.3 | 5.5 | -1.7
CC(=O)Nc1ccc(SCC(=O)N(CCC#N)c2ccc(C)cc2)cc1 | 7.7 | -0.2 | 1.3 | -4.0 | -3.4 | 6.5 | 0.6 | 1.1 | -1.3
Cc1cccnc1NC(=O)c1nn(C)c2c1CS(=O)(=O)c1ccccc1-2 | 4.6 | -0.1 | -0.6 | -9.1 | -0.8 | 6.6 | -21.7 | 11.8 | 0.6
